Screening results as filed in PubChem.
PfHsp40 yeast: rescue of PfHsp40-mediated yeast toxicity; S. cerevisiae expressing PfHsp40, growth rescue, ATP luminescence; growth rescue, % at 12.5 µM; hit rate 0.68% among 340,000; in the data active = growth rescue above about 28%, passing the limit was not always enough; inconclusive = no clear call, values can overlap the other calls;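 note: yeast W303a lacking pdr1 and pdr3 grown in galactose medium; growth measured after three days at 30 °C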
BoNT-A LC inh2: blocks Botulinum neurotoxin A light chain protease; inhibition, % at 10 µM; hit rate 0.17% among 360,000; multiplex microsphere protease substrate cleavage, flow cytometry; AID 588499; note: plate controls were buffer without enzyme for full effect and enzyme alone for no effect
SARS 3CLpro inh: SARS-CoV 3CLpro protease inhibition | AID 1706 | P0C6X7 | recombinant SARS-CoV 3CLpro, quenched FRET peptide cleavage | inhibition, % at 6 µM | hit rate 0.14% among 290,000; in the data active = inhibition above about 12%
Anthrax LF prot: anthrax lethal factor protease inhibition | P15917 | multiplex microsphere protease cleavage assay, LF | inhibition, % at 10 µM | hit rate 0.12% among 360,000; note: plate controls were buffer without enzyme for full effect and enzyme alone for no effect
Target sequence (P15917 whole entry, looked up): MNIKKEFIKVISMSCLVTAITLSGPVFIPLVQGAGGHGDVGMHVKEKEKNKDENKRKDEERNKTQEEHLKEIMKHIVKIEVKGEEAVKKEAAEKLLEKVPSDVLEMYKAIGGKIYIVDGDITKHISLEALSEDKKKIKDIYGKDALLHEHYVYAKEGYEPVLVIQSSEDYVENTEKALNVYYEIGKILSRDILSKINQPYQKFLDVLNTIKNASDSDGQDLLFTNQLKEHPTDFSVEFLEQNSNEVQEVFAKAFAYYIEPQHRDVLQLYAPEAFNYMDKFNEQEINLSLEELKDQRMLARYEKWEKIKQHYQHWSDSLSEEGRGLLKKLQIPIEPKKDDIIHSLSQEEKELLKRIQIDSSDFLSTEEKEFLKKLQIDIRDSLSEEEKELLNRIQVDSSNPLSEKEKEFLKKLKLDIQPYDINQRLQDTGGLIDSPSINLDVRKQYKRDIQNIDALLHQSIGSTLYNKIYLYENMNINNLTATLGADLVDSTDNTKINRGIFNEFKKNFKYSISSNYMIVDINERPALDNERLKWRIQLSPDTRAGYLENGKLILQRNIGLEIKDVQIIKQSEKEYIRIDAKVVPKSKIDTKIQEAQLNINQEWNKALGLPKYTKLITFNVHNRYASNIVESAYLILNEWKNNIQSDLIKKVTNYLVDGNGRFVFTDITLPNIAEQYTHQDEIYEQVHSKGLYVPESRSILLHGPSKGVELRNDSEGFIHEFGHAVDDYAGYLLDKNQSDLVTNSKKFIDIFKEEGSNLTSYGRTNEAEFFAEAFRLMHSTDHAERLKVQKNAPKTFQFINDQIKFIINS
TcdB inh: blocks C. difficile toxin B glycohydrolase activity; inhibition, % at 9.99 µM; AID 652162; TcdB glycohydrolase enzymatic assay, plate reader; P18177; hit rate 0.24% among 350,000; in the data active = inhibition above about 10%
Vc quorum ag: quorum light induction in luxS cqsA deficient V. cholerae | hit rate 0.16% among 350,000 | activation, % at 18.7 µM | V. cholerae BH1578 lux reporter, luminescence, 6 h; in the data active = activation mostly above about 9.7%, no sharp cut-off; inconclusive = no clear call, values can overlap the other calls; inactive = mostly below about 3.7%; note: not every result past the cut was called active; inactives centre near 0; reference of the scale not given here
SSB-PriA inh: blocks PriA binding to SSB C-terminal tail; AlphaScreen SSBct-PriA binding, biotinylated peptide; inhibition, % at 33 µM; hit rate 0.6% among 430,000; AID 1272365; in the data active = inhibition mostly above about 37%, no sharp cut-off; inactive = mostly below about 20%;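 note: plate controls were negative control peptide for no effect and reference peptide for full effect; strong numbers were not always called active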
VHR inh abs: inhibitors of human VHR1 phosphatase (DUSP3); recombinant VHR phosphatase, pNPP absorbance; inhibition, % at 13.3 µM; hit rate 0.52% among 290,000; AID 1654; in the data active = inhibition above about 50%; note: some compounds called inactive have numbers as strong as hits
Target sequence (P51452 whole entry, looked up): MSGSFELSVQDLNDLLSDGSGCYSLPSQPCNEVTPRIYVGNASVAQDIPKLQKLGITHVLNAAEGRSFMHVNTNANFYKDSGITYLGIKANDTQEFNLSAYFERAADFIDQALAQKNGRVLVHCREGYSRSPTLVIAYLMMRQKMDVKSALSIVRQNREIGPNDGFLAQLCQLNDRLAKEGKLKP
Y pestis TopoI: Y. pestis Topo-I inhibition via cleavage products. Y. pestis Topo-I cleavage product accumulation, plate reader. activity, % at 10 µM. hit rate 0.064% among 360,000; in the data active = activity above about 50%, passing the limit was not always enough; inconclusive = no clear call, values can overlap the other calls; note: inactives centre near 2
CCHF vOTU inh: blocks the CCHF virus ovarian tumor domain protease | hit rate 0.55% among 370,000 | CCHFV vOTU protease, Pep-AMC fluorescence | inhibition, % at 11.5 µM | AID 651958; in the data active = inhibition above about 30%; note: 0% = vehicle wells with enzyme and 100% = no enzyme wells
* hit, by the source's call; i = inactive; u = inconclusive; x = no result given; & = joins results of further samples. Cut-off read from the data, not from the text of the source, unless noted: active = inhibition above about 30%; inconclusive = no clear call, values can overlap the other calls; inactive = below that. The list is partial; the hit share may differ from the screen's.

SMILES | PfHsp40 yeast | BoNT-A LC inh2 | SARS 3CLpro inh | Anthrax LF prot | TcdB inh | Vc quorum ag | SSB-PriA inh | VHR inh abs | Y pestis TopoI | CCHF vOTU inh
CC(OC(=O)c1cc(Br)ccc1O)C(=O)NCc1ccc2c(c1)OCO2 (stereo not given) | 0.9 | -0.6 | x | -2 | 0.5 | i | -21 | x | -8 | 0
CCN1CCc2c(OCC(=O)N3N=C(c4cccs4)CC3c3ccc(F)cc3)cccc2C1=O (stereo not given) | 1.9 | 1.5 | 0 | 1 | x | 0.2 | -13 | 21 | -8 | 6
Cc1ccc(C)c(NC(=S)c2ccccn2)c1 | -0.5 | 0.2 | -6 | 0 | x | x | 11 | 1 | 5 | 4
Cc1ccc(C(=O)NCCc2cccs2)cc1 | 0.0 | -0.2 | 5 | -1 | 0.9 | -0.4 | -15 | 36 | 1 | -17
COc1ccc(OC)c(/C(C)=N\NC(=O)c2cc3cc(Cl)ccc3n2C)c1 | 1.9 | 3.9 | 4 | -18 | 2.7 | -0.7 | x | -8 | 6 | -8
COC(=O)CN1C(=O)[C@H]2[C@@H](C3CC3)N3C(=O)CN(Cc4ccc(-c5ccccc5)cc4)C(=O)[C@@]3(Cc3ccccc3)[C@H]2C1=O | -1.2 | -0.1 | 4 | -14 | 0.1 | -1.6 | 15 | 20 | 35 | 4
COc1ccc(C2CC(=O)C=C(NCC3CCCO3)C2)cc1 (stereo not given) | -1.1 | -0.1 | 2 | 1 | x | 0.6 | -9 | 14 | -5 | -3
CN(CC(=O)Nc1c(Cl)cccc1Cl)C(=O)c1ccccc1-c1nc2ccccc2s1 | 1.1 | -2.6 | x | -1 | 1.4 | i | -9 | x | 2 | 2
C1=CC2CC1CC2CNCc1ccco1 (stereo not given) | 3.3 | -0.5 | -2 | 0 | x | i | -4 | 8 | -10 | 3
CSCC[C@H](NC(=O)N1CCn2c1nc1ccccc12)C(=O)NCc1ccc(F)cc1 | -1.0 | -1.4 | 7 | -4 | -0.9 | -0.2 | -5 | 8 | 7 | -1
Cn1c(N)c(N=Nc2ccc(S(N)(=O)=O)cc2)c(=O)n(C)c1=O | -0.3 | -1.3 | 3 | -5 | 0.3 | -0.6 | -12 | 23 | -12 | -1
CCOC(=O)C1CCCN(C(=O)c2ccccc2NC(C)=O)C1 (stereo not given) | 0.9 | -0.9 | -3 | 2 | x | 2.5 | -7 | 12 | -4 | -9
O=C(O)CSCc1ccc(C(=O)O)o1 | -0.1 | -0.4 | 0 | 2 | x | -0.4 | 3 | 8 | -2 | -6
O=C(O)c1ccc(N/N=C/c2cc3cc4c(cc3nc2Cl)OCCO4)cc1 | -1.6 | 0.4 | -1 | -1 | 0.1 | i | i | 16 | -2 | 16
CCN(C[C@H]1N[C@@](C)(C(=O)OC)[C@H]2C(=O)N(Cc3ccccc3)C(=O)[C@@H]12)C(=O)c1ccccc1 | -0.3 | -0.1 | x | 4 | -0.9 | i | -3 | x | 11 | 0
COc1ccc(CN2C(=O)C(CC(=O)NCc3ccco3)CC(C(=O)N(C(C)C)C(C)C)=C2C)cc1 (stereo not given) | x | -0.1 | x | 6 | 2.0 | -0.2 | x | x | 12 | 24
N#Cc1ccc(NC(=O)CCc2nc3ccccc3s2)cc1 | 0.2 | -0.3 | 1 | 1 | x | 0.6 | -3 | 11 | 1 | 3
COC(=O)CCCn1cc(CN2CC(N3CCCC3)CS2(=O)=O)nn1 (stereo not given) | x | 0.5 | x | 2 | -0.6 | x | x | x | x | 0
CC(=O)Nc1ccc(Sc2ncnc3scc(-c4ccccc4)c23)cc1 | u | 0.3 | 1 | -2 | x | -0.3 | -1 | 10 | 34 | 4
COc1cccc(C2C(C#N)=C(N)SC(c3ccccc3)C2[N+](=O)[O-])c1 (stereo not given) | -1.2 | -1.4 | 7 | -8 | 0.4 | -0.3 | 2 | -10 | -2 | -1
COc1ccccc1-c1noc2c1C(=O)N(Cc1cn(C3CCCC3)nn1)CC2 | x | 0.1 | x | 0 | -0.2 | x | x | x | x | 4
Cc1nc(/N=C\c2ccc(N(C)C)cc2)sc1C | 0.2 | -0.3 | x | -6 | 0.1 | 2.4 | x | x | -3 | 2
Cc1ccc(S(=O)(=O)N2CCN(C(=O)c3ccc(Cl)nc3)CC2)cc1 | -0.3 | 0.3 | -1 | -2 | -0.9 | -0.4 | -8 | -6 | -1 | 14
COC(=O)c1cc(S(=O)(=O)N2CCN(c3ccc(F)cc3)CC2)c[nH]1 | -0.9 | -0.6 | -5 | -1 | 2.7 | i | -7 | 14 | -10 | 11
CCOc1ccc(/C=N/Nc2nc(N3CCCC3)nc(N3CCCC3)n2)cc1OC | 24 | -0.4 | 3 | 0 | 1.4 | i | x | 6 | 6 | 10
CCc1ccc(N2CC(C)Cn3c2nc2c3c(=O)[nH]c(=O)n2C)cc1 (stereo not given) | -0.6 | 0.6 | 6 | -9 | -1.6 | -2.2 | -5 | 28 | 18 | -13
O=c1[nH]c(-c2ccccc2O)nc2c1CCCC2 | -0.3 | x | -1 | x | x | i | 5 | -3 | -3 | 1
Cc1cc(C)cc(OCC(=O)NNC(=O)CCC(=O)NCc2ccccc2)c1 | -0.8 | 0.1 | 2 | -2 | 0.7 | x | -10 | -16 | 2 | -1
COc1cccc(C=C2Cc3ccccc3C2=O)c1 | x | -1.0 | x | -8 | 0.5 | x | x | x | x | -6
C[C@]12CC[C@H]3[C@@H](CCC4=CC(=O)CC[C@@H]43)[C@@H]1CC[C@@H]2O | -1.1 | -0.9 | x | -1 | 1.2 | -0.3 | -1 | x | 4 | 3

Compound profiles, as listed above. Order of values: PfHsp40 yeast	BoNT-A LC inh2	SARS 3CLpro inh	Anthrax LF prot	TcdB inh	Vc quorum ag	SSB-PriA inh	VHR inh abs	Y pestis TopoI	CCHF vOTU inh
`COc1cccc(C=C2Cc3ccccc3C2=O)c1` across the screens: x	-1.0	x	-8	0.5	x	x	x	x	-6
`Cc1ccc(S(=O)(=O)N2CCN(C(=O)c3ccc(Cl)nc3)CC2)cc1` across the screens: -0.3	0.3	-1	-2	-0.9	-0.4	-8	-6	-1	14
`COC(=O)c1cc(S(=O)(=O)N2CCN(c3ccc(F)cc3)CC2)c[nH]1` across the screens: -0.9	-0.6	-5	-1	2.7	i	-7	14	-10	11
`Cc1cc(C)cc(OCC(=O)NNC(=O)CCC(=O)NCc2ccccc2)c1` across the screens: -0.8	0.1	2	-2	0.7	x	-10	-16	2	-1
`CCc1ccc(N2CC(C)Cn3c2nc2c3c(=O)[nH]c(=O)n2C)cc1` (stereo not given) across the screens: -0.6	0.6	6	-9	-1.6	-2.2	-5	28	18	-13

Next section:
SMILES | PfHsp40 yeast | BoNT-A LC inh2 | SARS 3CLpro inh | Anthrax LF prot | TcdB inh | Vc quorum ag | SSB-PriA inh | VHR inh abs | Y pestis TopoI | CCHF vOTU inh
Cc1ccc(NS(=O)(=O)c2ccc3[nH]c(=O)[nH]c3c2)c(C)c1 | -1.5 | -0.9 | -6 | -1 | -0.8 | i | 7&-11 | 18 | -7 | -10
CCn1c(C)[n+](CCOCC[n+]2c(C)n(CC)c3cc(Cl)c(Cl)cc32)c2cc(Cl)c(Cl)cc21 | 1.2 | 0.6 | -2 | -2 | -0.8 | -0.2 | -10 | 26 | -10 | -24
O=C(OCc1nc2ccccc2s1)c1cccc(N2C(=O)CCC2=O)c1 | 1.1 | -0.4 | 4 | 3 | -3.2 | i | 2 | 20 | -2 | 0
COC(=O)CSc1nc(-c2ccc(F)cc2)cc(C(F)(F)F)n1 | 0.2 | -0.2 | -1 | 1 | x | 0.6 | -23 | 22 | -4 | 6
CCSc1nc2ccccc2c(=O)n1-c1c(C)n(C)n(-c2ccccc2)c1=O | -0.6 | -0.6 | 1 | -9 | 0.8 | -0.3 | -11 | 18 | 1 | -7
CCN1CCN(C(=O)CCc2nnc(CCCCc3ccccc3)o2)[C@@H](C)C1=O | -1.0 | -0.9 | 1 | 6 | -0.4 | x | 6 | 11 | -4 | 4
CN(C)CCNC(=O)c1cccc2[nH]c(-c3ccncc3)nc12 | -1.9 | -0.6 | x | 0 | 1.5 | 5.6 | -24 | x | -9 | -10
Cc1ccc(-c2nnc(SCC(=O)N3CCCC3)o2)cc1C | -0.9 | -1.4 | 2 | -1 | x | i | -4 | 25 | -6 | 11
COc1cc(NC(=S)Nc2ccc(S(=O)(=O)N3CCOCC3)cc2)cc(OC)c1OC | -0.3 | -1.1 | -4 | -1 | 0.3 | i | -5 | 18 | 1 | 8
COC(=O)C1(Cc2cc(-c3ccc([N+](=O)[O-])cc3)no2)CCN(C(=O)OC(C)(C)C)CC1 | 2.4 | -0.6 | x | -2 | 1.0 | -4.0 | -22 | x | 32 | 12
CC(=O)Nc1ccc(SCC(=O)Nc2ccc(Cl)cn2)cc1 | -0.9 | 0.0 | 2 | 13 | 0.5 | -0.4 | 11 | 15 | 3 | -2
CC(OC(=O)C1CC1)C(=O)Nc1cc(Cl)cc(Cl)c1 (stereo not given) | 0.1 | -0.5 | x | -1 | 2.6 | i | -15 | x | 9 | 9
CCc1nnc(NC(=O)C2CCCN(S(=O)(=O)c3ccccc3)C2)s1 (stereo not given) | -0.7 | -1.0 | -3 | -2 | 1.0 | -0.5 | 0 | 2 | 1 | 4
CC1NCCC2(O)CCCCC12 (stereo not given) | -0.4 | -0.3 | 7 | -4 | 2.3 | 0.3 | -11&-9 | 8 | 3 | -3
CN(Cc1ccccc1)C(=O)CCC1CCN(S(=O)(=O)N(C)C)CC1 | -0.2 | 0.1 | -3 | -2 | 1.4 | 1.5 | 0 | 0 | 3 | -6
COc1ccccc1-c1nc(C#N)c(NCc2ccc(F)cc2)o1 | 3.9 | -0.5 | 2 | 0 | x | -0.8 | 15 | 4 | -5 | -39
CCC(C)(c1nnnn1-c1c(C)cccc1C)N(N=O)c1cccc(C(F)(F)F)c1 (stereo not given) | 2.8 | -1.0 | 3 | -3 | x | i | 9 | 0 | -2 | 18
CCc1cccc(C)c1NC(=O)CO/N=C(\N)CC(=O)NC1CCCCC1 | -0.4 | 0.2 | 7 | 0 | -0.9 | -0.2 | i | 14 | -13 | -2
CC(C)CCN1CCN(Cc2ccc3nsnc3c2)CC1CCO (stereo not given) | -0.8 | 0.4 | -4 | -2 | x | i | -12 | 22 | 3 | -12
CCOc1cccc(C(=O)Nc2cc(-c3nn4c(C)nnc4s3)ccc2C)c1 | 0.2 | -0.5 | -5 | -3 | -0.5 | i | -3 | -10 | 7 | -6
O=C(Nc1ccc(C(=O)N2CCCC2)cc1)C1CCCC1 | -1.4 | 0.1 | x | -2 | 0.7 | i | -7 | x | -4 | 4
CCCNC(=O)c1cc(C2CCCN(S(=O)(=O)c3cccs3)C2)on1 (stereo not given) | x | 0.5 | x | 5 | 0.7 | -0.4 | x | x | 0 | -6
CC(NC(=O)C1CCC1)c1ccc(Br)cc1 (stereo not given) | -1.3 | 0.1 | 3 | -1 | 1.0 | -0.2 | -3 | 8 | 7 | -13
CC(C)CN(C(=O)CN1CC=C(c2ccccc2)CC1)c1c(N)n(CC(C)C)c(=O)[nH]c1=O | -1.3 | 0.7 | -1 | 2 | 1.0 | 0.7 | -8 | 28 | 7 | -3
